High-throughput results: PubChem BioAssay, National Center for Advancing Translational Sciences (NCATS)
LDHA block: inhibitors of human lactate dehydrogenase A; purified LDHA, NADH/diaphorase-resazurin fluorescence; active compounds read low; activity change, % (values are at about 110 or 230 µM); 480,000 compounds, 0.15% hits; in the data active means activity change below about -30%; inconclusive means mostly about -25% to -30%;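 further: plate controls were DMSO wells for no effect and wells without enzyme for full effect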
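Resorufin fluorescence (ex540/em590), read at 0 and 20 min after diaphorase/resazurin addition, reports the NADH left after a 5 min room-temperature reaction of 2 nM human LDH5 with 0.06 mM NADH and 0.2 mM pyruvate.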
D1 antag: human D1 dopamine receptor antagonism | AID 504652 | P21728 | 360,000 compounds, 3.2% hits | HEK293 TREx D1 cells, calcium flux, dopamine EC80; active compounds read low | activity change, negative = inhibition, % at 10 µM; in the data active means activity change below about -30%; further: on the % scale 0 is the no-effect control and ±100 the full control effect
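Allosteric or orthosteric antagonism assessed as attenuation of the calcium response to EC80 dopamine, added 180 s after compound, in induced HEK293 Trex D1 cells loaded with no-wash calcium dye.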
D1 ag: activates the human D1 dopamine receptor; P21728; HEK293 T-REx D1 cells, calcium flux, agonist mode; activation, % at 2 µM; 360,000 compounds, 1% hits; AID 504660; in the data active means activation above about 30%; further: 0% is about no effect
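Agonism was scored from calcium flux recorded over 180 s (1 read/s) after pintool compound addition, following a 10-cycle baseline. Cells were inducible force-coupled HEK293 TREx D1, plated overnight at 30 C and loaded with no-wash calcium dye.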
Glioma ERSR ind: inducers of ER stress response in human glioma cells | U87-MG GRP78 promoter luciferase reporter, 16 h | Potency, µM, inactives show at the highest dose activation, actives largely listed as activators | 420,000 compounds, 0.02% hits; further: potency means the concentration at half of the fitted maximal effect; series mostly up to about 76 µM; % of control where 0% means no effect; nearly all actives have a fitted effect of over 35% in size
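ERSR induction read as luciferase luminescence (Bright-Glo, 10 min at room temperature) in stably transfected human U87-MG glioma cells exposed to compounds for 16 h, using GRP78 as sensor.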
Vif-A3G inh: blocks the Vif interaction with human APOBEC3G; Potency, µM (titrated, usually from 46.1 µM), for the others: at the top dose activity, negative = active, actives largely listed as inhibitors; 410,000 compounds, 0.076% hits; Q9HC16; HeLa A3G-eYFP + Vif (tagged APOBEC3G with the HIV-1 protein that degrades it), YFP fluorescence, overnight;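 further: potency means the concentration at half of the fitted maximal effect; on the % scale 0 is the no-effect control and ±100 the full control effect; nearly all actives have a fitted effect of over 60% in size; hits raise eYFP signal because A3G escapes Vif-driven loss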
Target sequence (Q9HC16 whole entry, looked up): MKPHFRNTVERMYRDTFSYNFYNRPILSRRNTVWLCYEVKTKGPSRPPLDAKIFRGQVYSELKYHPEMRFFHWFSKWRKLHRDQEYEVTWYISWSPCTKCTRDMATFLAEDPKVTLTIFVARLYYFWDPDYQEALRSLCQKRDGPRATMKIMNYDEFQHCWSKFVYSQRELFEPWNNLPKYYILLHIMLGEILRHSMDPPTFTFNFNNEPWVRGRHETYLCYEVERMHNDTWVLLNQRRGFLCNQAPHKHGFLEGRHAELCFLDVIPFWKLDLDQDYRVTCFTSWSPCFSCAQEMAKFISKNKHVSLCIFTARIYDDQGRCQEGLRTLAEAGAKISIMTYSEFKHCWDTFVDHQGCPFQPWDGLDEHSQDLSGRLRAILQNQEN
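Read-out is eYFP fluorescence (Ex 488/Em 500-530) from Vif-expressing HeLa A3G-eYFP cells; more signal means A3G escaped Vif-mediated degradation. Cells plated overnight, compound pinned in, incubated overnight at 37 deg C.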
D2 PAM: positive allosteric modulators of human D2 dopamine receptor; 340,000 compounds, 0.34% hits; HEK293 T-REx D2, calcium flux, EC20 dopamine potentiation; P14416; potentiation, % at 10 µM; AID 485347;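 active means potentiation over 3 SD above the plate norm, cut at about 30% in these data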; further: 0% is about no effect
Target sequence (P14416 whole entry, looked up): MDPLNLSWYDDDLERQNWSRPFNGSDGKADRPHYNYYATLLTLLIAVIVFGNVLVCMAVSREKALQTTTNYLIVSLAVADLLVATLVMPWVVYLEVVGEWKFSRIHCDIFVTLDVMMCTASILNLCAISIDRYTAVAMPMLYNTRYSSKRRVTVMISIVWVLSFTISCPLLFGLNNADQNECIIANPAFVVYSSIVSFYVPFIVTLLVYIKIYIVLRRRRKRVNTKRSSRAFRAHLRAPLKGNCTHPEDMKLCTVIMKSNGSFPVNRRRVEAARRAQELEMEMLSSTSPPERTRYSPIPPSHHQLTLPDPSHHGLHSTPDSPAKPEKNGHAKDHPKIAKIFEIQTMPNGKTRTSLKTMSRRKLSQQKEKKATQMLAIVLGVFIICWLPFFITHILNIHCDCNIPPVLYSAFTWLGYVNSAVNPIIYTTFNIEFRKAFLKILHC
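Potentiation of an EC20 dopamine calcium response measured kinetically over 180 s, after a preceding 180 s compound-only read flagging agonists. Cells: inducible Hek293 Trex D2 line, 4000/well, cultured overnight at 30 C before dye loading.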
D1 potentiator: potentiators of human D1 dopamine receptor; P21728; HEK293 TREx D1 cells, calcium flux, dopamine EC20 potentiation; potentiation, % at 10 µM; 360,000 compounds, 0.036% hits; AID 504651; in the data active means potentiation above about 30%; further: 0% is about no effect
Vif-APOBEC3F blk: blocks the Vif interaction with APOBEC3F; 390,000 compounds, 0.2% hits; Potency, µM (series often up to 46.1 µM), for inactives: at the highest dose activity, negative = active; HeLa A3F-eYFP + Vif (tagged APOBEC3F with the HIV-1 protein that degrades it), YFP fluorescence increase; further: potency means the concentration at half of the fitted maximal effect; % of control where 0% means no effect; nearly all actives have a fitted effect of over 65% in size
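HeLa cells stably expressing Vif plus C-terminally eYFP-tagged A3F were seeded, incubated overnight at 37 deg C, dosed with compound, incubated overnight again at 37 deg C. Yellow fluorescence (Ex 488/Em 500-530) reported blocked Vif-mediated A3F-eYFP degradation.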
RXFP1 agonist: activates the human relaxin receptor RXFP1; Q9HBX9; HEK293T-RXFP1 cAMP TR-FRET, 30 min; response scale: percent of porcine relaxin response, buffer zero; Potency, µM (titrated, usually from 57.5 µM), inactives show at the highest dose activation, hits mostly activators; 370,000 compounds, 0.3% hits; AID 2676; further: potency means the concentration at half of the fitted maximal effect; on the % scale 0 is the no-effect control and ±100 the full control effect; nearly all actives have a fitted effect of over 60% in size; many of its hits are not listed in these tables
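HEK293 cells stably expressing RXFP1, treated 30 min at 37C with compounds plus PDE4 inhibitor Ro 20174; cAMP measured by HTRF TR-FRET. Normalized to buffer and 29 nM porcine relaxin; EC50 by Hill fit.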
An asterisk follows results filed as active; u = inconclusive; x = not tested or not shown; & = joins results of further samples. Unless noted, the call rests on the fitted dose curve; in most records, active means well fitted curve in the direction sought with a large enough effect; inconclusive means small, poorly fitted or top-dose-only effect, or another doubt; inactive means no such curve, though single readings can be large; an effect the other way counts as inactive or inconclusive.

Screens in order: LDHA block, D1 antag, D1 ag, Glioma ERSR ind, Vif-A3G inh, D2 PAM, D1 potentiator, Vif-APOBEC3F blk, RXFP1 agonist
(1) O=C(NCC1CCN(C(=O)c2ccc([N+](=O)[O-])cc2)CC1)C(=O)Nc1ccccc1
 : -10, -18, 10, -4%, 2%, x, -4, 7%, -0.6%
(2) COCCNC(=O)/C(C#N)=C/c1cccc(NC(=O)c2ccccc2Cl)c1
 : 2, -3, 1, 0%, -10%, -11, -7, -6%, -0.5%
(3) CCCSCCCNC(=O)C1CCN(C(=O)c2cc3sccc3n2C)CC1
 : 1, -17, 4, -1%, -1%, 1, -6, -5%, -1.1%
(4) CCCc1nc(SCC(=O)Nc2cc(Cl)ccc2OC)c2c(=O)n(C)c(=O)n(C)c2n1
 : x, 3, 1, x, x, 10, -10, x, -0.7%
(5) O=C(NCCCn1ccnc1)Nc1ccc(Cl)cc1Cl
 : 0, -1, 3, 2%, 0%, -5, -5, -4%, 0.6%
(6) CCc1sc(C(=O)N2CCN(S(C)(=O)=O)CC2)cc1Br
 : 0, 0, 0, -4%, 0%, -2, -6, 3%, 0.2%
(7) COc1cccc(NC(=O)CN(C)C(=O)c2ccc(N3CCCCC3)c([N+](=O)[O-])c2)c1
 : 1, -3, 5, -1%, 0%, 5, 4, -1%, 0.5%
(8) COCc1c(C(=O)N2CCN(c3ccccc3C)CC2)oc2ccccc12
 : 7, x, x, -3%, -11%, x, x, -17%, x
(9) Cn1c(=O)c(-c2ccccc2[N+](=O)[O-])c(Cl)c2ccccc21
 : -5, -19, 1, 2%, -6%, 6, -2, -6%, -0.6%
(10) CCC(CC)c1nc(C#N)c(NCc2ccccc2)o1
 : 1&-2, 1, 1, -5%, u, -6, 1, -7%, 3.0%
(11) Cc1c(C(=O)NCc2ccc(F)cc2)oc2ccc(S(=O)(=O)N3CCCCC3)cc12
 : 0, 13, 1, -4%, -3%, x, 1, 3%, 1.1%
(12) O=C(Nc1nccs1)C1CCN(S(=O)(=O)c2cccnc2)CC1
 : -1, -7, 2, -3%, -5%, -11, -2, -3%, -0.7%
(13) OCC1(Cc2ccccc2F)CCCN(Cc2c(F)ccc(F)c2F)C1 (configuration not stated)
 : -7, -19, 0, -4%, -9%, 3, -10, u, -5.1%
(14) Cc1ccc(C(=O)COC(=O)c2cc(C)no2)c(C)c1
 : -9, -4, 4, -2%, -1%, -11, 2, 0%, 1.5%
(15) O=C(c1ccc(Br)o1)N1CCN(Cc2ccccc2Cl)CC1
 : 0, -8, 8, 0%, -1%, 13, -9, 0%, -0.7%
(16) O=C(NNC(=S)NCCc1ccccc1)c1ccc(Br)s1
 : -10, -30, 5, -2%, 12%, -10, -6, 7%, 0.3%
(17) COC(=O)[C@]1(Cc2ccccc2)N[C@H](c2ccc(-c3ccc(OC)cc3)cc2)[C@@H]2C(=O)N(C)C(=O)[C@@H]21
 : -14, 1, 4, -3%, 3%, 8, 9, 0%, -1.1%
(18) CN(c1ccccc1C(=O)N1CCN(c2cccc(Cl)c2)CC1)S(C)(=O)=O
 : 4, -6, 0, 2%, 0%, -3, -6, -5%, 0.3%
(19) Brc1ccc(-c2nn[nH]n2)cc1
 : -3, -11, 5, 3%, -2%, -13, -11, -14%, 1.0%
(20) OCCCn1c(CCNc2nc(-c3ccc(Cl)cc3)cs2)nc2cc(C(F)(F)F)ccc21
 : 0, x, x, -3%, 2%, x, x, 0%, x

As entered above:
no. 14 – D1 ag = 4
no. 5 – Vif-APOBEC3F blk = -4%

Entries of single compounds as entered above.
OCC1(Cc2ccccc2F)CCCN(Cc2c(F)ccc(F)c2F)C1 (configuration not stated) across the screens: LDHA block = -7; D1 antag = -19; D1 ag = 0; Glioma ERSR ind = -4%; Vif-A3G inh = -9%; D2 PAM = 3; D1 potentiator = -10; Vif-APOBEC3F blk = u; RXFP1 agonist = -5.1%
COC(=O)[C@]1(Cc2ccccc2)N[C@H](c2ccc(-c3ccc(OC)cc3)cc2)[C@@H]2C(=O)N(C)C(=O)[C@@H]21 across the screens: LDHA block = -14; D1 antag = 1; D1 ag = 4; Glioma ERSR ind = -3%; Vif-A3G inh = 3%; D2 PAM = 8; D1 potentiator = 9; Vif-APOBEC3F blk = 0%; RXFP1 agonist = -1.1%
Cc1c(C(=O)NCc2ccc(F)cc2)oc2ccc(S(=O)(=O)N3CCCCC3)cc12 across the screens: LDHA block = 0; D1 antag = 13; D1 ag = 1; Glioma ERSR ind = -4%; Vif-A3G inh = -3%; D2 PAM = x; D1 potentiator = 1; Vif-APOBEC3F blk = 3%; RXFP1 agonist = 1.1%

More entries follow:
Screens in order: LDHA block, D1 antag, D1 ag, Glioma ERSR ind, Vif-A3G inh, D2 PAM, D1 potentiator, Vif-APOBEC3F blk, RXFP1 agonist
(21) Cc1ccc(NC(=O)CCN2CC(C)OC(C)C2)cc1 (configuration not stated)
 : 1, 7, 0, 3%, -7%, 8, 4, -14%, -3.0%
(22) S=C(N=Nc1ccccc1)NNc1ccccc1
 : 0, 6, 1, 0%, 2%, 5, -2, 0%, 3.0%
(23) CCCC[C@@H]1CNC(=S)N1CCCc1cc(OC)c(OC)c(OC)c1
 : -8, -13, -1, -4%, 2%, 0, -2, 6%, -0.9%
(24) CCOc1ccc(OCCn2c(=S)[nH]c3ccccc32)cc1
 : -3, -13, 6, 5%, -4%, -1, 8, -17%, 2.3%
(25) O=C(c1ccc(Br)cc1)N1CCCC1
 : 0, -2, 1, -4%, 0%, 11, -2, -15%, 0.0%
(26) COC(=O)N/N=C/c1ccc([N+](=O)[O-])o1
 : 10, -6, 1, 0%, 0%, 1, -1, -9%, -0.2%
(27) Cc1ccnc(NS(=O)(=O)c2ccc(NC(=O)c3cc(-c4ccccc4)nc4ccccc34)cc2)n1
 : -13, -11, -1, -1%, -8%, 10, 1, -15%, 0.8%
(28) CCn1cc(C(c2ccccc2)C(C(C)=O)[N+](=O)[O-])c2ccccc21 (configuration not stated)
 : 2, 17, 4, -5%, -25%, 7, -4, -23%, 4.6%
(29) Cc1ccc(-c2cc(NC(=O)c3ccccc3Cl)on2)cc1
 : -7, -7, 6, -2%, 3%, -8, -2, -2%, 1.0%
(30) COc1cccc(NC(=O)CSc2nnc(-c3cccnc3)o2)c1
 : 0, -1, 1, -1%, 0%, -1, 8, -6%, 3.9%
(31) O=C(CN1CCN(c2cnn(-c3ccccc3)c(=O)c2Cl)CC1)NC1CCS(=O)(=O)C1 (configuration not stated)
 : -4, 0, 1, -3%, 3%, -11, -5, 2%, 1.5%
(32) COc1ccc(C(NC(=O)c2ccco2)c2ccc(OC)c(OC)c2)cc1OC
 : -4, -17, 2, -2%, 0%, 6, -1, -8%, -0.6%
(33) CC(C)Cn1c(N)c(C(=O)COC(=O)CN2C(=O)C3CC=CCC3C2=O)c(=O)n(C)c1=O (configuration not stated)
 : -5, -1, 3, -5%, 3%, 13, -4, -17%, -1.5%
(34) CC(C)n1c(SCC(=O)NC2CC2)nnc1-c1ccco1
 : -1, 26, 1, -5%, 2%, 4, 1, 2%, 0.1%
(35) COc1ccccc1-c1nc(-c2ccncc2)no1
 : 0, 19, 2, 4%, 0%, 2, -2, -2%, 0.1%
(36) CCOc1ccccc1N1CC(c2nc3ccccc3n2CCOc2ccc(OC)cc2)CC1=O (configuration not stated)
 : -1, -3, 8, -2%, -8%, -3, 0, -8%, 0.1%
(37) CCCCS(=O)(=O)N1CCCC(C(=O)NCC2CCCO2)C1 (configuration not stated)
 : -4, -19, -1, 2%, -2%, 3, -3, 0%, -0.2%
(38) Cc1ccccc1C(=O)NNc1ccc([N+](=O)[O-])cc1
 : 5, -8, 1, -1%, 0%, -3, -8, -3%, 2.6%
(39) CCOc1ccc(N2CC(C(=O)NCc3ccc(C)n3C)CC2=O)cc1 (configuration not stated)
 : -4, 4, 0, -3%, -5%, -17, -1, 0%, -2.0%
(40) O=C(/C=C/c1ccc(Cl)cc1Cl)NCCSc1ccccc1
 : 1, -2, 5, 0%, 0%, -12, 3, -8%, -0.4%

Compounds 21 to 22 from above:
Screens in order: LDHA block, D1 antag, D1 ag, Glioma ERSR ind, Vif-A3G inh, D2 PAM, D1 potentiator, Vif-APOBEC3F blk, RXFP1 agonist
(21) Cc1ccc(NC(=O)CCN2CC(C)OC(C)C2)cc1 (configuration not stated)
 : 1, 7, 0, 3%, -7%, 8, 4, -14%, -3.0%
(22) S=C(N=Nc1ccccc1)NNc1ccccc1
 : 0, 6, 1, 0%, 2%, 5, -2, 0%, 3.0%

The listing continues.
Screens in order: LDHA block, D1 antag, D1 ag, Glioma ERSR ind, Vif-A3G inh, D2 PAM, D1 potentiator, Vif-APOBEC3F blk, RXFP1 agonist
(41) Cc1c(N=Cc2ccc(O)c(Br)c2)cccc1[N+](=O)[O-]
 : 1, -7, 1, -3%, -1%, 7, -1, 2%, -0.3%
(42) CN(Cc1ccc(Cl)c(Cl)c1)C(=O)c1ccccc1SCC(=O)N1CCCC1
 : -3, 2, 5, -5%, -6%, 13, -2, 6%, 2.7%
(43) CCOC(=O)c1noc2ncn(CC(=O)Nc3ccc(F)cc3Cl)c(=O)c12
 : -1, 1, 6, -4%, 1%, 17, 0, 9%, 3.5%
(44) O=C(OCc1cc([N+](=O)[O-])cc2c1OCOC2)c1cccnc1SC(F)F
 : -5, -4, 5, -5%, -5%, 3, 4, -9%, 0.3%
(45) CCOc1ccc(NC(=O)CCC(=O)N2CC(C)Oc3ccc(C)cc32)cc1 (configuration not stated)
 : 1, -1, 0, -2%, 1%, 8, -2, 1%, 10%
(46) CCn1c2ccccc2c2nnc(N3CCN(c4ccc(F)cc4)CC3)nc21
 : -10, 10, 1, -2%, 0%, 0, -2, 7%, 7.5%
(47) CCCCc1nc2cc(C(=O)NC3CCOC(C)(C)C3)ccc2o1 (configuration not stated)
 : -10, 4, 3, -3%, -1%, 10, -1, -1%, -1.1%
(48) C=CCn1c(CCc2ccccc2)nnc1SCC(N)=O
 : -9, -3, 1, -2%, 1%, 4, -6, 1%, 2.8%

The list is partial, so the mix of outcomes need not match the whole.
